aSyn 5UTR inh = MLPCN primary screen, SNCA 5' untranslated region; alpha-synuclein 5'UTR reporter, inhibitor activity; inhibition, % (tested at 7.5 µM); actives 0.82% (n = 300,000); in the data active means inhibition above about 60%;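 further: H4 neuroglioblastoma cells stably carrying SNCA 5'UTR luciferase fusion; 0% = DMSO wells and 100% = positive control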
Dyrk1A ADPGlo = rat Dyrk1A kinase inhibitors, primary screen, biochemical, single point, plate reader | inhibition, % at 12.5 µM | ADP-Glo luminescence, NFATc1 peptide | AID 504441, 2011 | actives 0.43% (n = 310,000); in the data active means inhibition above about 50%;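 further: plate controls were vehicle with enzyme for no effect and no enzyme for full effect; many of its hits are not listed in these tables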
GSK3 alpha inh = blockers of GSK3A enzyme activity – biochemical, luminescence, cell-free homogeneous, HTS, primary screen. Glycogen synthase kinase-3 alpha (Homo sapiens), P49840. GSK-3 alpha kinase, ADP-Glo luminescence, 60 min. inhibition, % at 10 µM. actives 0.1% (n = 320,000);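 in the data active means inhibition above about 50%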;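 further: GST-tagged GSK-3 alpha with peptide substrate and 25 µM ATP; 0% = DMSO neutral wells and 100% = GW8510 positive control wells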
Target sequence (P49840 whole entry, looked up): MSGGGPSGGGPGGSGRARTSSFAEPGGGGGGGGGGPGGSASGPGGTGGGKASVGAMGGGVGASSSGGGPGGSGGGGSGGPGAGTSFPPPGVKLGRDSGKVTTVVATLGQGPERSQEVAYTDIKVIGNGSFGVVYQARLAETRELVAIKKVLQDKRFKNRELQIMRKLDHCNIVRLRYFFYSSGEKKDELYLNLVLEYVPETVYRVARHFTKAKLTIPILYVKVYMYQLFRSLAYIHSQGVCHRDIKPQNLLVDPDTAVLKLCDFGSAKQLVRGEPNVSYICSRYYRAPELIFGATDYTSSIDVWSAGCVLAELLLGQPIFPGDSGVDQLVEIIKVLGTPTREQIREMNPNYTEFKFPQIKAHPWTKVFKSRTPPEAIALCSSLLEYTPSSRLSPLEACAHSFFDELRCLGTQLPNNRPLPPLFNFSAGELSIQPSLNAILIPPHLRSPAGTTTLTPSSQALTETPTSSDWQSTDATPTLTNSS
KLF5 inhibitor = KLF5 expression inhibitors, primary screen, DLD-1 cells, luminescence. DLD-1 KLF5 promoter-luciferase reporter. inhibition, % at 5 µM. actives 0.23% (n = 290,000);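 active means inhibition above a per-plate limit of that plate's mean compound inhibition plus 3 SD, cut at about 60% in these data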;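 further: 0% = DMSO wells and 100% = LY294002 at 200 µM; higher means less KLF5 promoter-driven luciferase light; inactives centre near -14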
HSF1 inh = HSF1 inhibitors in luciferase reporter cells, primary screen, cell-based, NIH3T3, luminescence | actives 0.77% (n = 300,000) | activity change, negative = inhibition, % at 7.5 µM (by protocol) | NIH3T3-HGL HSE-luciferase, MG132-induced, luminescence 8 h; active compounds read low;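 active means more than half of replicate wells show activity change below -50%, luminescence cut by over half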;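 further: luciferase reports HSF-1 transcriptional activity via heat shock element; 0% = median of DMSO wells and -100% = zero luminescence signal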
HSP90 inh = HSP90 inhibitors, primary screen, cell lysate, luminescence; Heat shock protein HSP 90 (rabbit reticulocyte lysate; luciferase refolding); Rabbit reticulocyte lysate, luciferase refolding luminescence, 3 h; inhibition, % at 5.6 µM; actives 0.91% (n = 290,000); AID 1789, 2009;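 active means inhibition above the screen-wide mean plus 3 SD, computed separately per campaign, cut at about 16% in these data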;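 further: 0% = DMSO wells and 100% = 60 µM geldanamycin wells; inhibitors lower the luminescence because luciferase stays unfolded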
HSF1 activator = HSF-1 activators, primary screen, NIH3T3-HGL cells, MG132 stress, luminescence, single point; activation, % at 9 µM; actives 1.7% (n = 300,000); NIH3T3-HGL HSF-1 luciferase reporter, 8 h; 100% = twice DMSO control signal;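 active means mean replicate activation of at least 50% with a set share of replicates each reaching 50%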;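 further: 0% = median of the neutral control wells and 100% = twice that signal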
Platelet DG rel = inhibitors of platelet dense granule secretion, primary screen, cell-based, MLPCN, human platelets; human platelet-rich plasma, SFLLRN dense granule ATP release, luminescence; inhibition, %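 (compounds screened at 7.5 µM in platelet-rich plasma)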; actives 0.22% (n = 300,000); AID 1663, 2009;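 active means mean replicate score, as percent of positive control, at or above 50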
GSK3B inh = human GSK3beta kinase inhibitors, primary screen, biochemical, cell-free homogeneous, HTS; activity score (negative = inhibition), % at 10 µM; GST-GSK3beta kinase, ADP-Glo luminescence, 60 min; active compounds read low; Glycogen synthase kinase-3 beta (Homo sapiens), P49841; AID 2097, 2009; actives 0.038% (n = 300,000);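 active means more than half of replicate wells score below -50%, meaning over 50% inhibition versus plate controls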;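 further: 0% = median DMSO wells and -100% = median GW8510 positive control wells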
Target sequence (P49841 whole entry, looked up): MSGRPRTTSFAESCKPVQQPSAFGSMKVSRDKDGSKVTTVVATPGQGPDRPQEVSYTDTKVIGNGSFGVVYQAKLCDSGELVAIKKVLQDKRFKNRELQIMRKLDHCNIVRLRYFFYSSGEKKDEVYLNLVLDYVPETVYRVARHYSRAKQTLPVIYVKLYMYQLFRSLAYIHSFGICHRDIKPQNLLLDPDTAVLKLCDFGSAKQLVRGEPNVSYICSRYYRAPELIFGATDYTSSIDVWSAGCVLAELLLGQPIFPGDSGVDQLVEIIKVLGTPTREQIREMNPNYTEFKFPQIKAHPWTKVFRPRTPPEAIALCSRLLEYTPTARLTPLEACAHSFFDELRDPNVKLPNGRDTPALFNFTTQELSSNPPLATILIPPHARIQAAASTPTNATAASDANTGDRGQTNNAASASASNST
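Assay system: GST-tagged human GSK3beta kinase, cell-free; Input: 1.6 ng GSK3beta; Medium: Tris/MgCl2 kinase buffer; Timing: 60 min enzyme reaction, room temperature; Signal: ADP-Glo luminescence quantifying ADP generated by kinase; Evaluation: score relative to plate controls; Benchmarks: DMSO neutral wells and GW8510 at 20 µM as positive.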
IEC-6 cytotox = cytotoxicity in IEC-6 intestinal epithelial cells, primary screen, cytotoxicity control for KLF5 inhibitor project, cell-based, luminescence; IEC-6 cytotoxicity, luminescence viability; inhibition, % at 5 µM; actives 0.78% (n = 290,000); AID 1825, 2009; in the data active means inhibition above about 22%;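 further: 0% = plate median of test compound wells and 100% = cytotoxic reference compound wells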
* hit, by the source's call; . = no result given. Some of the compounds tested. The share of hits here may be higher or lower than overall.

compound	Platelet DG rel	KLF5 inhibitor	GSK3B inh	Dyrk1A ADPGlo	GSK3 alpha inh	HSF1 inh	HSP90 inh	IEC-6 cytotox	aSyn 5UTR inh	HSF1 activator
O=C(NCCCN1CCOCC1)c1ccc(CS(=O)(=O)c2cccc(C(F)(F)F)c2)o1	3	-8	0	-3	-2	-6	-2	-7	6	19
COc1ccc2cc(CCNC(=O)C3CCCC3)c(=O)[nH]c2c1	9	-18	1	3	-3	3	-1	-2	1	10
O=c1[nH]cc(N(CCO)CCO)c(=O)[nH]1	-4	-14	-1	-2	-2	0	2	3	-18	4
Cc1cc(=O)[nH]c(SCC(=O)Nc2ccc(Cl)cn2)n1	2	-14	0	8	11	-2	3	2	12	5
COc1cc(/C=C/c2ccc3cccc(O)c3n2)cc(Br)c1OC	-2	-63	6	1	1	0	-4	-1	-81	10
COc1cccc(N2C(=NC(=O)CCc3ccccc3)SC3CS(=O)(=O)CC32)c1 (stereo not drawn)	3	-10	-1	-2	2	3	4	-1	2	-2
CCOc1cc(N2CCOCC2)c(OCC)cc1NC(=O)C1=NN(c2cccc(C)c2)C(=O)CC1	-3	-18	-4	-2	-1	-6	0	-2	-15	-3
COc1cc(NC(=O)c2ccno2)cc(C(=O)Nc2cccc(C(F)(F)F)c2)c1	1	.	0	1	1	-1	.	.	24	-8
CC(C)C(=O)NC(=S)N1CCc2ccccc21	3	-20	-2	2	4	-11	-1	2	-14	34
Cc1ccc(-c2cc(C(=O)N(C)Cc3cnn(C)c3C)c3cc(Br)ccc3n2)cc1	4	-28	2	-5	1	-16	0	8	1	-24
COc1ccc(CCNC(=O)c2cc(=O)[nH]c3ccccc23)cc1	-4	-4	-7	-1	-3	0	-1	-6	9	-2
CN1CC2([N+](=O)[O-])CC=C(OCCO)C([N+](=O)[O-])(C1)C2 (stereo not drawn)	-17	-8	0	-2	-2	-1	1	-3	8	-11
Cc1cccc(C(=O)N/C(=C\c2ccco2)C(=O)N2CCCCCC2)c1	-1	-3	1	4	-3	-17	3	0	0	-21
CCOC(=O)c1ccc(N2C(=O)C3CC=CCC3C2=O)cc1 (stereo not drawn)	-3	15	1	8	-1	.	1	3	-7	.
CCN1C(=O)c2cccc3c(NC(=O)c4ccccc4)ccc1c23	-8	7	-1	4	-3	26	0	-2	-25	45
O=C(NCc1ccco1)c1cc2sccc2n1Cc1ccccc1	2	-17	3	2	0	4	4	3	-23	15
C/C(=N\NC(=O)c1ccc(Cl)c(Cl)c1)c1ccccn1	0	50	5	1	-2	-10	-3	42*	28	3
COc1ccc(S(=O)(=O)NCC(c2ccc3c(c2)OCO3)N2CCN(c3ccccc3)CC2)cc1 (stereo not drawn)	13	.	-4	-3	-1	10	.	.	-1	1
N#CCSc1nccc(/C=C/c2ccccc2)n1	6	-25	-4	2	1	7	4	0	-53	5
FC(F)(F)c1ccccc1NC(=S)Nn1cnnc1	.	-28	4	2	.	.	-5	3	.	.

Given with each value named: entries from further up
> Cc1cccc(C(=O)N/C(=C\c2ccco2)C(=O)N2CCCCCC2)c1
  Platelet DG rel = -1	KLF5 inhibitor = -3	GSK3B inh = 1	Dyrk1A ADPGlo = 4	GSK3 alpha inh = -3	HSF1 inh = -17	HSP90 inh = 3	IEC-6 cytotox = 0	aSyn 5UTR inh = 0	HSF1 activator = -21

> CCOC(=O)c1ccc(N2C(=O)C3CC=CCC3C2=O)cc1 (stereo not drawn)
  Platelet DG rel = -3	KLF5 inhibitor = 15	GSK3B inh = 1	Dyrk1A ADPGlo = 8	GSK3 alpha inh = -1	HSF1 inh = .	HSP90 inh = 1	IEC-6 cytotox = 3	aSyn 5UTR inh = -7	HSF1 activator = .

The list continues.
compound	Platelet DG rel	KLF5 inhibitor	GSK3B inh	Dyrk1A ADPGlo	GSK3 alpha inh	HSF1 inh	HSP90 inh	IEC-6 cytotox	aSyn 5UTR inh	HSF1 activator
CCCCCN(C(=O)NC(=O)Nc1cccc(C)c1C)S(C)(=O)=O	5	-8	0	0	1	-6	-3	2	-23	-3
Cc1cccc(N2CCN(c3nnnn3-c3ccccc3)CC2C)c1 (stereo not drawn)	-8	-26	-4	4	-1	14	-1	0	4	30
COc1ccc(CNC(=O)C2CCN(c3nnc(N4CCCC4=O)s3)CC2)cc1	-1	-12	2	0	-4	4	-4	1	-35	15
Cc1ccccc1-n1c(O)c(C=NC2CCS(=O)(=O)C2)c2ccccc2c1=O (stereo not drawn)	-3	-16	0	1	7	-3	0	6	10	16
Cc1ccc(-n2c(SCC(=O)N/N=C/C=C/c3ccccc3[N+](=O)[O-])nc3ccccc3c2=O)cc1	5	-16	1	-3	-2	-7	1	3	16	7
O=C(c1ccc(Cl)cc1)N1CCN(c2cc(=O)[nH]nc2-c2ccccc2)CC1	4	-31	1	1	0	-2	2	0	15	10
CCOc1ccc(S(=O)(=O)N2CCN(C(=O)CCC(=O)N3CCOCC3)CC2)cc1	-3	.	-3	-4	0	-1	.	.	11	7
COc1cc(OC)cc(-c2nnc(SCC(=O)NCc3cccs3)o2)c1	-1	-15	0	-10	-4	.	3	3	29	.
CCn1cc(Br)c(C(=O)Nc2ccc(F)c(Cl)c2)n1	-1	-26	1	3	-1	17	5	5	-110	8
O=C(NCC1CCCO1)c1ccc(C(=O)NCC2CCCO2)cc1 (stereo not drawn)	-4	-20	2	6	0	-7	-7	-8	2	-10
CCc1cc[n+](-c2nc([O-])sc2C=O)cc1	-34	-4	10	7	2	0	-2	-3	2	-12
O=C(NCc1cccs1)C(=O)NCC1OCCCN1S(=O)(=O)c1ccccc1 (stereo not drawn)	4	-7	-1	-3	-1	-7	0	0	0	2
COc1ccc(N2CCN(C(=O)CCNS(=O)(=O)c3ccc(C)cc3)CC2)cc1	-1	-21	3	5	0	10	-4	-5	24	12
O=C(Nc1ccncc1)Nc1ccc(Cl)cc1Cl	-4	-27	1	1	3	2	8	2	-21	21
CCOC(=O)CC1C(=O)NCCN1S(=O)(=O)c1ccc(F)cc1 (stereo not drawn)	5	-17	-4	0	0	3	2	4	-3	-8
CSCc1c(C(=O)NCCc2ccccn2)oc2ccccc12	-1	11	-2	-4	-4	-5	-2	3	-9	14
CCOC(=O)CN1NC2(CCCCC2)NC1=S	-6	-2	-1	-8	-2	-14	1	9	-6	8
O=C(c1ccc2c(c1)OCO2)N1CCN(c2ccccc2)CC1	-6	-17	-1	4	-2	22	3	6	-9	25
CCc1ccc(-c2cc(C)no2)cc1S(=O)(=O)N1CCCN(Cc2ccc(F)cc2)C1	4	-26	-2	.	2	6	1	7	3	29
Cc1n[nH]c(C)c1S(=O)(=O)N1CCC(C(=O)N2CCn3c2nc2ccccc23)CC1	-7	-36	-4	-5	0	-11	-2	-1	-7	-7
CC1CCCN(C(=O)CNC(=O)c2ccco2)C1 (stereo not drawn)	-19	-66	-1	4	4	2	6	-6	-24	13
Cn1cccc1/C=C1\SC(=Nc2ccccc2)NC1=O	-38	39	5	-16	3	-5	1	68*	46	12
O=S(=O)(Nc1ccccc1O)c1ccc(Cl)nc1	-1	-25	1	-6	-1	11	-1	-4	-4	14
CC(OC(=O)CCCN=C1NS(=O)(=O)c2ccccc21)C(=O)Nc1ccc(F)cc1Cl (stereo not drawn)	18	.	0	10	-1	-3	.	.	-8	-12
Cc1cccn2c(=O)c(C=NCCO)c(NCc3ccco3)nc12	-5	9	0	9	0	0	1	3	8	1
Cc1c(NC(=O)CCSCCc2ccccn2)cccc1[N+](=O)[O-]	1	1	3	0	.	-3	4	5	-10	-6
COc1ccccc1CNC(=O)CN1CCC(n2cnc3cc(F)ccc32)CC1	9	17	-3	3	1	-17	-2	6	-7	-1
Cn1c(=O)n(CC(=O)NCC2CCCO2)c(=O)c2c3c(sc21)COC(C)(C)C3 (stereo not drawn)	2	-29	2	-2	-3	1	0	9	-3	3
O=C(NCCc1ccccc1)C1CC(=O)N(c2ccc3c(c2)OCCO3)C1 (stereo not drawn)	5	.	0	9	0	-8	.	.	9	-7
CCOc1ccc(C(=O)N2CCCC2C(=O)O)cc1 (stereo not drawn)	.	-9	.	4	-2	.	4	1	.	.
COc1ccc(NC(=O)CSc2nc(N)c3cc4c(nc3n2)CCCC4)c(OC)c1	-7	-38	4	-4	7	-5	-1	0	11	2
CCOC(=O)c1ccc(CSC(=N)N)o1	-7	-37	-2	-1	-1	-2	-3	0	11	17
CCc1ccc(CNC(=O)c2ccc(OC3CCN(C(=O)COC)CC3)cc2)nc1	14	-30	1	14	-2	-1	-5	2	15	-2
Cc1ccc(CNC(=O)CS(=O)(=O)CC(=O)O)cc1	-2	-4	-2	5	-3	8	1	2	14	6
CC(=O)N1C(C)(C)CC(=NOC(=O)c2ccccc2)CC1(C)C	11	1	-5	3	1	14	1	-7	-6	0
CCN1C(=O)[C@@H]2[C@H](C1=O)[C@@H]1C(=O)Nc3ccccc3C(=O)N1[C@@H]2c1cccc(Cl)c1	-1	-14	0	7	-1	-4	-3	-2	6	7
COC(=O)c1ccc(/C=C/C(=O)c2cccc(OC)c2)cc1	10	-47	5	-9	0	1	-3	-1	-71	17

Compound activity: PubChem BioAssay, several laboratories
